IP6K1 inh: Primary qHTS assay for small molecule inhibitors of Inositol hexaphosphate kinase 1 (IP6K1); IP6K1 kinase, ADP-Glo luminescence, 2 h; active compounds read low; Inositol hexakisphosphate kinase 1 (Homo sapiens), Q92551; activity change, % (series mostly up to about 58 µM); 140,000 compounds, 0.81% hits; in the data active = activity change below about -25%
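ADP-Glo luminescence measures ADP made by human IP6K1 during a 2 h RT reaction with ATP/IP6 (mix at 1.3 mM/130 uM); top library doses 57.5 and 19.1 uM final.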
GPT2 inhibitor: Primary qHTS assay for inhibitors of Glutamate pyruvate transaminase 2 (GPT2); Recombinant GPT2, coupled pyruvate oxidase/HRP Amplex Red fluorescence; Potency, µM (series often up to 57.7 µM), for inactives: at the highest dose activity change, negative = inhibition, hits mostly inhibitors; 100,000 compounds, 0.25% hits; AID 1671188, 2021; note: potency is the fitted concentration of half-maximal effect; nearly all actives have a fitted effect of over 60% in size; many of its hits are not listed in these tables
Target sequence (Q8TD30 whole entry, looked up): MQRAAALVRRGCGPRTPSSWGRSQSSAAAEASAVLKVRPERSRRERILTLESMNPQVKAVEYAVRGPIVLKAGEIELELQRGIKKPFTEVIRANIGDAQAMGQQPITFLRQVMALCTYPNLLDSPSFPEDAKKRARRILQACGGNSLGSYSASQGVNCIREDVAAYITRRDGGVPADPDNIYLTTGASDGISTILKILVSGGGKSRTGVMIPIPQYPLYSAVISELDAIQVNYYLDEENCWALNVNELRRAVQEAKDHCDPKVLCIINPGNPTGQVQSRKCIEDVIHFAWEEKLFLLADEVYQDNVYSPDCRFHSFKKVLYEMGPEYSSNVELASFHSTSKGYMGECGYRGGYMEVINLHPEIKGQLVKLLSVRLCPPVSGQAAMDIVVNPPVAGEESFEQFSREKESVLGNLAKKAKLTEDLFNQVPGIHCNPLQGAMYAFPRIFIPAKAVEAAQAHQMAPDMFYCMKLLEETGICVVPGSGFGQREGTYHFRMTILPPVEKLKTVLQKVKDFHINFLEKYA
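Fluorescence read-out: pyruvate from GPT2 turnover coupled to pyruvate oxidase, HRP and Amplex Red (0.2mM ThPP, 0.2U/mL PO and HRP, 50uM Amplex final). Substrates 250uM a-KG, 2mM L-alanine; enzyme 10ng/uL; 30 min RT.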
HEK cytotox: Cytotoxic Profiling in HEK 293 Cell Line of Diverse Libraries Using Quantitative High-Throughput Screening; HEK 293 viability, ATP luminescence (CellTiter-Glo), 48-72 h; Potency, µM (top dose mostly 115 µM), without a hit: top-dose activity change, negative = cytotoxicity, most hits filed as inhibitors; 94,000 compounds, 6.6% hits; note: potency is the fitted concentration of half-maximal effect; nearly all actives have a fitted effect of over 60% in size
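HEK 293 cells seeded at 250 cells/well were exposed to compound for 48 or 72 hr at 37 degree Celsius. Viability taken as ATP content by CellTiter-Glo luminescence.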
NIH3T3 tox: Cytotoxic Profiling in NIH 3T3 Cell Line of Diverse Libraries Using Quantitative High-Throughput Screening | NIH 3T3 viability, CellTiter-Glo ATP luminescence, 48-72 h | Potency, µM (titrated, usually from 96.7 µM), without a hit: at the top dose activity change, negative = cytotoxicity, hits mostly inhibitors | 94,000 compounds, 4.3% hits | AID 1345082, 2018; note: potency is the fitted concentration of half-maximal effect; nearly all actives have a fitted effect of over 55% in size
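Mouse fibroblast NIH 3T3 cells, 400 per well, received compound via pintool and were incubated for 48 or 72 hr prior to CellTiter-Glo ATP luminescence measurement.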
FLuc inh: Firefly luciferase inhibition profiling of diverse chemical library using quantitative high-throughput screening. 76,000 compounds, 2.5% hits. Luciferin 4-monooxygenase (Photinus pyralis), P08659. purified P. pyralis luciferase, luminescence, biochemical. Potency, µM (series often up to 115 µM), for the others: at the highest dose activity change, negative = inhibition, actives largely listed as inhibitors; note: potency is the fitted concentration of half-maximal effect; nearly all actives have a fitted effect of over 65% in size
Target sequence (P08659 whole entry, looked up): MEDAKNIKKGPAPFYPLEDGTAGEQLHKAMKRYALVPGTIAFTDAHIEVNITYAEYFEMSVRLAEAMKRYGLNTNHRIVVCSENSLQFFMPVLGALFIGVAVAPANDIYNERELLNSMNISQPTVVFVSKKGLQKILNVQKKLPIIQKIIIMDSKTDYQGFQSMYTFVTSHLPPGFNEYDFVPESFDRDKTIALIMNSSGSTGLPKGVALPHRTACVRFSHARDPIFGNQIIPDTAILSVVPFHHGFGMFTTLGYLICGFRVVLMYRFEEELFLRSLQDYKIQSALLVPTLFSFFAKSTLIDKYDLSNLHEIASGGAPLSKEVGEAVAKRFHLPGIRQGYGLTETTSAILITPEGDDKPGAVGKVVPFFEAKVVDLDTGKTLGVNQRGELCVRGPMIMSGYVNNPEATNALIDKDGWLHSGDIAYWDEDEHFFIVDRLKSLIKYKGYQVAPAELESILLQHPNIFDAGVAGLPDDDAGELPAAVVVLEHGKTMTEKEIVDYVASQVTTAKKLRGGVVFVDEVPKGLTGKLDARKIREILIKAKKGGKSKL
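Purified P. pyralis luciferase (10nM final) in 50mM Tris acetate pH 7.5, 10mM Mg acetate, 0.01% Tween-20, 0.05% BSA with 10uM D-luciferin and 10uM ATP. Compounds titrated qHTS. Luminescence imaged on CCD.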
SNCA viab count: GF-AFC viability counterscreen for inhibitors of alpha-synuclein gene (SNCA) expression; HEK-293-SNCA-luc viability, GF-AFC fluorescence, 24 h; Potency, µM (top dose mostly 57.1 µM), for the others: at the highest dose activity change, negative = cytotoxicity, usual class: cytotoxic; 150,000 compounds, 0.12% hits; AID 1671193, 2021;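 note: potency is the fitted concentration of half-maximal effect; 0% = DMSO-treated cells and -100% = medium-only wells without cells; nearly all actives have a fitted effect of over 30% in size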
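Cytotoxicity counterscreen: after 24 h compound treatment of genome-edited SNCA-luciferase HEK-293 cells, live-cell protease substrate GF-AFC read by fluorescence after 30 min; activity scaled between DMSO (0%) and medium-only (-100%), curves Hill-fitted.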
SNCA expr inhib: Primary qHTS assay for inhibitors of alpha-synuclein gene (SNCA) expression; HEK-293 SNCA-luciferase knock-in, luminescence, 24 h; AID 1671194, 2021; 140,000 compounds, 0.17% hits; Potency, µM (doses to about 57.2 µM), inactives show top-dose activity change, negative = inhibition, most hits filed as inhibitors;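 note: potency is the fitted concentration of half-maximal effect; plate controls were DMSO cells for no effect and cell-free wells for full effect; nearly all actives have a fitted effect of over 45% in size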
* = called active by the depositor; i = inactive; u = inconclusive; x = no result given; [ ] = remark or other dose. Unless noted, calls come from the whole dose curve; as a rule, active = well fitted curve in the direction sought with a large enough effect; inconclusive = small, poorly fitted or top-dose-only effect, or another doubt; inactive = no such curve, though single readings can be large; an effect the other way counts as inactive or inconclusive. Unless noted, % is set by controls: 0 for no effect and ±100 for the full control effect.

SMILES	IP6K1 inh	GPT2 inhibitor	HEK cytotox	NIH3T3 tox	FLuc inh	SNCA viab count	SNCA expr inhib
CC(C)=CCC[C@](C)(O)[C@H]1CC[C@]2(C)[C@@H]1[C@H](O)CC1[C@@]3(C)CC[C@H](O)C(C)(C)C3[C@@H](O[C@@H]3O[C@H](CO)[C@@H](O)[C@H](O)[C@H]3O[C@@H]3OC[C@@H](O)[C@H](O)[C@H]3O)C[C@]12C (some centres undefined)	6	2%[17.1 µM]	x	x	x	u	x
CCOc1cc(=O)n2c(c1C(=O)Nc1ccc(F)cc1)CCCC2	-1	i	-13%	-6%	0%	7%	-15%
CCc1ccccc1NC(=O)c1ccc2c(SCC(=O)O)c3c(nc2c1)CCC3	10	x	x	x	x	-3%	32%[activator]
CN(C)C(C(=O)N(Cc1cccc(O)c1)C1CC1)c1ccccc1F (centres undefined)	16	-12%	u	-22%	1%	0%	20%
Cc1nc(-c2cccc(Cl)c2)n(CC(=O)NCc2ccc(F)cc2)c(=O)c1CCO	-2	i	u	u	-1%	-9%	-4%
CCc1nncn1C1CCN(S(=O)(=O)c2cc(F)ccc2OC)CC1	21	i	-19%	-23%	-5%	-1%	-3%
COCCOC1CN(C2CCN(C(=O)NC(C)C)CC2)C12CCCCC2 (centres undefined)	1	i	-13%	i	8%	-2%	-8%
COc1ccc(CN2CC[C@@H]3[C@H]2C(=O)NC[C@H](CCC(=O)N2CCOCC2)N3C)cc1	5	u	i	i	-2%[172 µM]	-1%[87.6 µM]	-9%[87.6 µM]
Cn1cccc1CN1CCC2(CC1)CN(c1ncccn1)CC2CO (centres undefined)	1	-3%	-17%	-4%	8%	-10%	-22%
Cc1nn(-c2ccc(C(F)(F)F)cc2)c(C)c1[C@@H]1C=C[C@@H](NC(=O)c2cccnc2)C1	2	-9%[88.5 µM]	u	28µM*	u	-22%[87.6 µM]	55%[activator][87.6 µM]
CCOC(=O)c1ccc(NC(=O)CC2Nc3ccccc3NC2=O)cc1 (centres undefined)	15	x	x	x	x	17%	6%
O=C(c1cc2ccccc2[nH]1)N1CCC2(C1)NC(=O)N(Cc1ccc(Cl)cc1)C2=O (centres undefined)	-4	1%	35µM*	u	u	-7%	17%
COc1ccc(CCNC(=O)c2cc3n(n2)CC(c2ccc(Cl)cc2)OC3)cc1OC (centres undefined)	31	i	45µM*	u	-5%	-28%	u
Cc1noc(C)c1C(=O)N1CC(n2cc(COCc3ccccc3)nn2)C1	2	i	-22%	-22%	x	-14%	6%
COCCn1ncc(N2CCC(C(=O)N(C)CC(=O)Nc3ccc(F)cc3)C2)cc1=O (centres undefined)	-1	-31%	-7%	0%	0%	9%	11%
COc1ccc(NC(=O)N2CCCN(C)c3ccccc32)c(C)c1	-4	-4%	i	-7%	1%	6%	-10%
COc1ccc(C(=O)N2C[C@@H](F)[C@@H](OCc3nc4ccc(C(F)(F)F)cc4[nH]3)C2)cc1	16	-5%	u	u	-13%	2%	6%
Cc1ccc(Nc2ccnc(N3CCCN([S+](=O)([O-])c4cccs4)C3)n2)cc1	-15	1%	25µM*	u	x	6%[12.5 µM]	10%
Cc1nccn1CCNC(=O)c1ccc(N2CC3CC(C2)[C@H]2CCCC(=O)N2C3)nc1 (some centres undefined)	10	i	3%	i	0%	12%	u
COCCCn1c(=O)c(C(=O)N2CCN([S+](=O)([O-])c3ccc(C)cc3)CC2)nc2cccnc21	-4	4%	3%	-15%	x	2%	4%
COc1cccc(NC(=O)C2CCCN(c3ncnc4onc(-c5ccc(F)cc5)c34)C2)c1 (centres undefined)	-3	x	x	x	x	-15%	1%
CC(C)Oc1ccc(C(=O)N2Cc3cnn(Cc4ccc(F)cc4)c3C2)cc1	22	3%[11.5 µM]	u	u	9%	2%	-9%
CCc1csc(CNC(=O)c2ccc(N(C)Cc3cccs3)nc2)n1	-9	i	u	u	-6%	-11%	12%
COc1cc(OC)cc(-c2nc(C3CC(=O)N(c4ccc(F)c(Cl)c4)C3)no2)c1 (centres undefined)	6	-2%	u	u	5%	-2%	1%
O=S(=O)(c1ccccc1)N1CCN(c2ccc3nnc(C4CC4)n3n2)CC1	28	x	u	u	x	x	x
Cc1ccc(N2C[C@]34C=C[C@H](O3)C(C(=O)N(C)Cc3ccno3)C4C2=O)cc1C (some centres undefined)	4	-2%[11.5 µM]	i	1%	7%	-5%	7%
COc1ccc(CN2CCCC3(C2)C(=NC2CCCC2)NC(=O)N3c2cccc(OC)c2)cc1 (centres undefined)	-6	i	u	u	x	-2%	-26%
CCOc1ccccc1OCCCn1c(-c2ccc(Cl)cc2)nc2ccccc2c1=O	1	x	x	x	x	-4%	14%
Cc1noc2c(-c3ccc(N4CCOCC4)cc3)cc(-c3cccs3)nc12	-19	i	-49%[172 µM]	u	3%[172 µM]	30%[87.6 µM]	u
CSc1cccc(NC(=O)N(C)CC2CCOCC2)c1	22	0%	-3%	0%	-18%	3%	-2%

Continued; it opens with the 5 that closed the last part.
SMILES	IP6K1 inh	GPT2 inhibitor	HEK cytotox	NIH3T3 tox	FLuc inh	SNCA viab count	SNCA expr inhib
Cc1ccc(N2C[C@]34C=C[C@H](O3)C(C(=O)N(C)Cc3ccno3)C4C2=O)cc1C (some centres undefined)	4	-2%[11.5 µM]	i	1%	7%	-5%	7%
COc1ccc(CN2CCCC3(C2)C(=NC2CCCC2)NC(=O)N3c2cccc(OC)c2)cc1 (centres undefined)	-6	i	u	u	x	-2%	-26%
CCOc1ccccc1OCCCn1c(-c2ccc(Cl)cc2)nc2ccccc2c1=O	1	x	x	x	x	-4%	14%
Cc1noc2c(-c3ccc(N4CCOCC4)cc3)cc(-c3cccs3)nc12	-19	i	-49%[172 µM]	u	3%[172 µM]	30%[87.6 µM]	u
CSc1cccc(NC(=O)N(C)CC2CCOCC2)c1	22	0%	-3%	0%	-18%	3%	-2%
Cc1ccc2c(C(=O)N3CCOCC3)cnn2c1	-11	i	u	u	-30%[172 µM]	2%[87.6 µM]	48%[activator][87.6 µM]
CCOCCn1cc(C2CCN(S(=O)(=O)c3ccc(Cl)cc3Cl)CC2)c2ccccc21	-7	-14%	-21%	-12%	-4%	-1%	4%
COc1ccc(Cl)cc1S(=O)(=O)NCc1ccc2c(c1)CCN2C(=O)c1cccc(C)c1	-11	x	x	x	x	-20%	-10%
CC1CCN(C(=O)C2CCCCc3nnc(-c4ccccc4)n32)CC1 (centres undefined)	1	-6%	i	4%	x	-9%	7%
Cc1cc(C(=O)N2CCC(N3C(=O)C(O)C34CCCCC4)CC2)nn1C (centres undefined)	0	i	-1%	-3%	-7%	4%	0%
Cc1noc(C)c1S(=O)(=O)N1CCC2(CC1)CC(C(=O)N1CCOCC1)N(C)C2 (centres undefined)	-14	i	-15%	-15%	-10%	-6%	-19%
Cc1ccc(Nc2c(-c3c[nH]c4ccccc34)nc3ccccn23)cc1	-15	x	x	x	x	-17%	78%[activator]
CCc1ccccc1NC(=O)C1CCCN(S(=O)(=O)c2cccc3nsnc23)C1 (centres undefined)	2	x	x	x	x	-8%	-30%
Cc1c(C(=O)NCCN(C)C)sc2nc3n(c(=O)c12)CCC3	-5	x	x	x	x	-6%	6%
Cc1noc(C)c1C(=O)N1CCN(c2ccc(Cl)nn2)C(=O)C1	2	0%	i	i	x	-5%	18%
O=C1NC2(CCN([S+](=O)([O-])c3ccccc3)C2)COc2ccccc21 (centres undefined)	10	i	u	-18%	-5%	8%	4%
CCC(Cn1nnc2ccccc2c1=O)NC(=O)Nc1ccc(C)cc1 (centres undefined)	15	x	x	x	x	-20%	4%
COc1cccc(CNC(=O)C(NS(=O)(=O)c2ccc3c(c2)oc(=O)n3C)C(C)C)c1 (centres undefined)	-4	x	x	x	x	0%	14%
COCCN1CCCC[C@]2(C[C@H](C(=O)O)[C@H](c3ccco3)N2C(=O)c2ccccc2)C1=O	-1	x	2%	u	x	x	x
COc1ccc(OC)c(CNC(=O)c2ccc(N3Cc4ccccc4Oc4ncccc43)s2)c1	6	x	x	x	x	2%	12%
CN1[C@@H](CCC(=O)N2CCCC2)CNC(=O)[C@H]2NCC[C@H]21	-10	u	3%[172 µM]	-3%[138 µM]	4%[172 µM]	1%[87.6 µM]	-14%[87.6 µM]
Cc1ccc(C(=O)N2CCC(N3CC4(CCCC4)C3c3ccccc3)CC2)cn1 (centres undefined)	1	i	-26%	-15%	x	2%	10%
CCc1cccc(OCC(=O)Nc2ccc(S(=O)(=O)Nc3ncccn3)cc2)c1	22	x	x	x	x	7%	48%[activator]
CC(Sc1nccn1C)C(=O)Nc1ccccc1C#N (centres undefined)	-3	x	x	x	x	2%	8%
COc1ccc(NC(=O)Cn2c(=O)c(-c3noc(C)n3)c3n(c2=O)CCCC3)cc1OC	11	-11%	13%	i	5%	-9%	3%
COc1cc(C)ccc1OCc1cc(C(=O)NCc2n[nH]c3c2CCC3)no1	8	u	u	u	11µM*	0%	-9%
COc1ccc(CN(Cc2ccco2)c2cnc(S(C)(=O)=O)nc2C(=O)Nc2ccc(F)cc2)cc1	-3	x	x	x	x	9%	37%
COc1cc2nc(NCc3ccc(C)cc3)n3nc(-c4ccccc4)nc3c2cc1OC	19	x	x	x	x	-2%	4%
CCN(CC)C(=O)N1C[C@@H](Oc2cccnc2)C[C@@H]1C(=O)NCCOC	5	-2%	2%	1%	-17%	2%	-3%
COc1ccc2cc(C3CN(C(=O)CNC(=O)C(C)C)CCO3)ccc2c1 (centres undefined)	-6	-4%	-25%	-19%	8.9µM*	1%	63%[activator]
COc1ccc(CN2CCCN(CC(=O)Nc3ccc4c(c3)OCCO4)S2(=O)=O)cc1	18	x	x	x	x	4%	6%
COc1ccc(CNC(=O)CN(C)c2nn3c(=O)cc(C)nc3s2)cc1	0	x	x	x	x	8%	-5%
CCOC(=O)c1ccc(NC(=O)CC2C(=O)N(c3cccc(C)c3)C(=O)N2CCOC)cc1 (centres undefined)	-8	x	x	x	x	-5%	2%

Record cards, from the list above:
CCc1cccc(OCC(=O)Nc2ccc(S(=O)(=O)Nc3ncccn3)cc2)c1 in the list: IP6K1 inh = 22; GPT2 inhibitor = x; HEK cytotox = x; NIH3T3 tox = x; FLuc inh = x; SNCA viab count = 7%; SNCA expr inhib = 48%[activator]
COc1ccc(NC(=O)Cn2c(=O)c(-c3noc(C)n3)c3n(c2=O)CCCC3)cc1OC in the list: IP6K1 inh = 11; GPT2 inhibitor = -11%; HEK cytotox = 13%; NIH3T3 tox = i; FLuc inh = 5%; SNCA viab count = -9%; SNCA expr inhib = 3%

Source: PubChem BioAssay
